Compound activity deposited in PubChem BioAssay by National Center for Advancing Translational Sciences (NCATS).
FLuc modulator = counter-screen for miR-21 project: firefly luciferase inhibitors or activators; P08659; purified FLuc, Km substrates, luminescence inhibition; Potency, µM (top dose mostly 57.5 µM), without a hit: at the top dose activity change, negative = inhibition, hits mostly inhibitors; hit rate 6.9% among 360,000; active means well fitted inhibition curve with a large enough effect; inconclusive means small, poorly fitted or top-dose-only effect;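 further: plate controls were vehicle for no effect and reference inhibitor for full effect; nearly all actives have a fitted effect of over 55% in size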
Target sequence (P08659 whole entry, looked up): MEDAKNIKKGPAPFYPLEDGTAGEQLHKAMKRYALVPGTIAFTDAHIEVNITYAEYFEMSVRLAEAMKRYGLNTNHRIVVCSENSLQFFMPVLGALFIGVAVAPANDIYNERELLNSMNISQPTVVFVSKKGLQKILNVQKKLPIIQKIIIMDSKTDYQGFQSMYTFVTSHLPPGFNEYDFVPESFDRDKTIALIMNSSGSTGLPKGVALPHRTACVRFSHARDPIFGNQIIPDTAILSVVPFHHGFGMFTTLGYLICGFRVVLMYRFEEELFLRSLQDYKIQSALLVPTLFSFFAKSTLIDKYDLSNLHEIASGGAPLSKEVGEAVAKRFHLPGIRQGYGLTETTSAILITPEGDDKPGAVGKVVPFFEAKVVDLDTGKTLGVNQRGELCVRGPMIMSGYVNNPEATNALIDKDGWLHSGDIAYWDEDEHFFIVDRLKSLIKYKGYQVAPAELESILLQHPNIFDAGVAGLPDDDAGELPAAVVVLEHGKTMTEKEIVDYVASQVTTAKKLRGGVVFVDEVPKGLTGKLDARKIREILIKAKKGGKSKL
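Biochemical qHTS of compounds, final roughly 60 µM downward over six points, against 10 nM purified firefly luciferase using Km concentrations of substrates (10 uM D-luciferin, 10 uM ATP) in Tris acetate pH 7.5 buffer; luminescence output.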
The depositor's hits bear a star; ? = inconclusive. Potency means the concentration at half of the fitted maximal effect. These rows are one share of the data (hit frequency here may not be typical).

molecule,FLuc modulator
O=C(c1ccc(Br)cc1)N1CCN(CCc2ccncc2)CC1,-7%
COc1ccc(CC(=O)NCC(c2cccs2)S(=O)(=O)c2ccc(C)cc2)cc1 (configuration not stated),-1%
CCCCNc1nc2c(S(=O)(=O)c3ccc(Br)cc3)nnn2c2ccsc12,-8%
COc1ccc(CNC(=O)C2CCN(Cc3nc(-c4ccc(Cl)cc4)oc3C)CC2)cc1,-18%
O=C(CSc1nc(=O)[nH]c2c1CCCC2)Nc1ccc(Cl)c(Cl)c1,-17%
CCc1nc2cccnc2n1-c1ccc(CC(=O)Nc2ccc(C)cc2)cc1,-2%
Cc1ccc(NC(=O)C2(c3cccs3)CCOCC2)cc1Cl,-2%
COc1ccc(CNC(=O)C(=O)Nc2ccccc2OC)cc1,-8%
Cc1nc2nc(SCC(=O)NCCc3ccc(Cl)cc3)nn2c(C)c1Cc1ccccc1Cl,-19%
NC(=O)c1c(NC(=O)CS(=O)(=O)c2ccc(Cl)cc2)sc2c1CCCC2,?
O=C(NCc1ccc(Cl)cc1)C1(c2cccs2)CCOCC1,2%
CCCC12CN3CC(C)(CN(C1)C3c1cn(C)c3ccccc13)C2=O (configuration not stated),-10%
COc1cccc(C(=O)Nc2ccccc2C(=O)OCc2cc(=O)n3c(C)csc3n2)c1,-5%
Cc1ccccc1CN1c2ccccc2-c2nc(SCC(=O)NCCc3ccccc3)ncc2S1(=O)=O,1%
Cc1nn(CCC(=O)NCc2ccc(Cl)cc2)c(=O)c2nn(-c3ccccc3)c(C)c12,-8%
CC1CCN(c2cc3c(cc2F)c(=O)c(S(=O)(=O)c2cccc(Cl)c2)cn3Cc2ccccc2)CC1,0%
Cc1ccc(-c2csc(/C(C#N)=C/c3ccccc3Cl)n2)cc1,?
O=C(NCCc1ccccc1)c1cc(Nc2ccccc2)nc2ccccc12,-17%
CCc1ccccc1NC(=O)CSc1nnc(-c2ccc(OC)cc2)s1,-8%
CCOc1ccc(NC(=O)Cn2c(=O)nc(-c3ccccc3)c3ccccc32)cc1,3%

(further entries)
molecule,FLuc modulator
CCn1c(C(=O)Nc2ccc(C)cc2C)cc2sc(Cl)cc21,-3%
COC(=O)c1cc2oc3ccccc3c2n1Cc1ccccc1Cl,-13%
COCCNC(=O)Cn1cc2c(n1)-c1c(oc(C(=O)N3CCCC3)c1C)CC2,0%
CCc1cccc2c(-c3ccc(F)cc3)nc(SCC(=O)Nc3ccccc3)nc12,-6%
CCCSc1ncc(Cl)c(C(=O)Nc2sc3c(c2C(=O)NCCOC)CCCC3)n1,-5%
CCOC(=O)c1c(NC(C)=O)c2c3c(sc2n1Cc1nc(-c2ccc(Cl)cc2)oc1C)CCCC3,-6%
CCCCNS(=O)(=O)c1ccc(N2CCCCS2(=O)=O)cc1,2%
COc1cccc(NC(=O)c2sc3nc(C)c(C(=O)Nc4ccc(C)cc4C)c(-c4cccs4)c3c2N)c1,-3%
Cc1ccc(-n2nc3ccc(NC(=O)c4oc5ccccc5c4C)cc3n2)cc1,1%
CCc1nn(CC(=O)NCCOC)c(=O)c2cc3cc(F)ccc3n12,-9%
CCOc1ccc(Nc2nc(N)c(C(=O)c3ccccc3Cl)s2)cc1,?
COc1ccc(-c2noc(CC(=O)N(C)c3cc(Cl)c(OC)cc3OC)n2)cc1,5%
CC(C)CCNC(=O)c1ccc2c(c1)N(Cc1cccc(Cl)c1)C(=O)c1ccccc1S2,2%
O=S1(=O)N=C(Nc2cccc(C(F)(F)F)c2)c2ccccc21,-1%
CCOC(=O)c1c(-c2ccccc2)oc2ccc(OCc3cccc(Br)c3)cc12,2%
CCCCc1nn2c(=O)cc(COC(=O)c3cccc(NC(=O)CCc4ccccc4)c3)nc2s1,-3%
COc1ccccc1C(=O)Nc1ccc(S(=O)(=O)Nc2nc(C)cc(C)n2)cc1,-15%
COc1ccc(-n2cc(C(=O)NCc3ccccc3)c3ccccc3c2=O)cc1,?
O=C(CN1C(=O)CCn2nc(-c3ccccc3)cc21)NCc1ccc(F)cc1,-2%
CCc1ccccc1NC(=O)Nc1nnc(N(CC)c2ccccc2)s1,-12%

3 of the compounds above, with each value named.
Cc1ccccc1CN1c2ccccc2-c2nc(SCC(=O)NCCc3ccccc3)ncc2S1(=O)=O
  FLuc modulator: 1%

Cc1nn(CCC(=O)NCc2ccc(Cl)cc2)c(=O)c2nn(-c3ccccc3)c(C)c12
  FLuc modulator: -8%

CC1CCN(c2cc3c(cc2F)c(=O)c(S(=O)(=O)c2cccc(Cl)c2)cn3Cc2ccccc2)CC1
  FLuc modulator: 0%

Continuation.
molecule,FLuc modulator
COc1ccc(N2CCN(C(CNC(=O)c3c(F)cccc3F)c3ccc4c(c3)OCO4)CC2)cc1 (configuration not stated),2%
COc1ccc(CCNC(=O)C(C)n2nc(C)c3sc4ccccc4c3c2=O)cc1OC (configuration not stated),?
O=c1c2oc3ccccc3c2n(Cc2ccc(F)cc2)c(=O)n1Cc1ccco1,4%
CCSc1nc2c([nH]c3ccccc32)c(=O)n1CC,2%
Cc1oc(-c2cccc(Cl)c2)nc1CSc1nc2ncccc2[nH]1,-16%
Cc1ccc(S(=O)(=O)c2nc(-c3cccs3)oc2SCc2ccc(F)cc2)cc1,3%
CCCNS(=O)(=O)c1ccc2nc(NC(=O)c3ccc(F)cc3)sc2c1,?
COc1ccc(CC(=O)Nc2ccc(-c3nc4ccccc4s3)c(C)c2)cc1,-11%
Cc1ccc(C)c(NC(=O)Cn2ncc3c(C)n(Cc4ccc(F)cc4)c(C)c3c2=O)c1,2%
COCCn1c(C)cc(O)c(C(c2ccccc2OC)N2CCN(c3ccccc3)CC2)c1=O (configuration not stated),1%
Cc1cccc(NC(=O)CCn2nc(-c3ccccc3)c3ccccc3c2=O)c1,-9%
COc1cc(OC)c(N(C)C(=O)c2cc3c(s2)-c2ccccc2OC3)cc1Cl,6%
Cc1ccc2c(=O)cc(C(=O)Nc3ccc(S(=O)(=O)Nc4ncccn4)cc3)oc2c1C,-15%
Cc1c(CNC2CCCCC2)c(C(=O)O)c(C)n1Cc1ccc(Cl)cc1,-5%
COc1ccc(NS(=O)(=O)c2ccc3c(c2)CC(C)N3C(C)=O)c(OC)c1 (configuration not stated),-7%
CCc1ccccc1NC(=O)N1CCN(C(=O)c2nsc3ccccc23)CC1,-5%
Cc1cc(C)c(NC(=O)C(C)n2nc(-c3ccc(C)c(C)c3)ccc2=O)c(C)c1 (configuration not stated),6%
CCc1cccc(Nc2ncnc3onc(-c4ccc(F)cc4)c23)c1,1%
Cc1cc(C)c(NS(=O)(=O)c2cc(-c3cnc(C4CC4)o3)ccc2C)c(C)c1,-5%
Cc1ccc(Cl)cc1NC(=O)c1ccc2nc(CCc3ccccc3)oc2c1,-11%

Next section.
molecule,FLuc modulator
CCOc1ccc(C(=O)c2cn(Cc3ccccc3OC)c3cc4c(cc3c2=O)OCCO4)cc1,-11%
CCCCn1c(=O)c2oc3ccccc3c2n(CC(=O)Nc2ccccc2OC)c1=O,-1%
Cc1ccccc1N1CCN(S(=O)(=O)c2nnc(NC(=O)c3ccc(Cl)cc3)s2)CC1,-8%
Cc1ccccc1OCCSc1nc(C)c(Cc2ccccc2)c(=O)[nH]1,-7%
Cn1cc(-c2cc3n(n2)CCC(=O)N3CCCC(=O)NCc2ccccc2)c2ccccc21,4%
COc1ccc(-c2cc(-c3ccccc3)nc(SCC(=O)Nc3ccccc3C)c2C#N)cc1,-7%
CCOc1ccc(-c2cc(C(=O)Oc3ccc(C#N)cc3)no2)cc1,-1%
Cn1c(=O)c(C(=O)O)nn(-c2ccccc2)c1=O,0%
Cc1cc(NC(=O)c2cc(Cl)ccc2Cl)ccc1-c1cc2ccccc2oc1=O,-2%
CC(C)N(Cc1ccccc1)S(=O)(=O)c1ccc(-c2cc(C(F)(F)F)on2)s1,5%
COc1cccc(NC(=O)CSc2nc3c([nH]c4ccccc43)c(=O)n2-c2cccc(Cl)c2)c1,3%
CCc1ccccc1NC(=O)c1noc2c1CC(C(C)(C)C)CC2 (configuration not stated),-6%
Cc1ccc(-c2cc(C(F)(F)F)n3ncc(-c4ccc(Cl)cc4)c3n2)cc1,0%
Cc1cccc(C)c1OCC(=O)Nc1nc(-c2ccc(Br)cc2)ns1,?
CN(C)S(=O)(=O)c1ccc(C(=O)NCCSc2c(-c3ccccc3)[nH]c3ccccc23)cc1,-6%
CC(C)(C)OC(=O)N1CCC(c2c(C(=O)N3CCN(c4ncccn4)CC3)cnn2-c2ccc(F)cc2F)CC1,-4%
COc1ccc(CN2COc3ccc4c(-c5ccccc5)cc(=O)oc4c3C2)cc1OC,-4%
CCCN(CCC)CCNC(=O)Cn1cnc2sc(C)c(S(=O)(=O)N3CCN(c4ccccc4OC)CC3)c2c1=O,-1%
CCc1ccc2oc(-c3cccc(NC(=O)c4ccc(N5CCC(C)CC5)c([N+](=O)[O-])c4)c3)nc2c1,5%
CCN(CC)CCNC(=O)C(=O)NCC(c1cccnc1)N1CCN(c2ccccc2)CC1 (configuration not stated),?

Of the compounds above, 2 contain a COOH group.
molecule,FLuc modulator
Cc1c(CNC2CCCCC2)c(C(=O)O)c(C)n1Cc1ccc(Cl)cc1,-5%
Cn1c(=O)c(C(=O)O)nn(-c2ccccc2)c1=O,0%

Next part
molecule,FLuc modulator
CCCCC(=O)NCc1nc2cccnc2n1Cc1ccc(OC)cc1,-2%
COc1ccc(-n2c(SCC(=O)NCc3ccccc3)nc3n[nH]c(C)c3c2=N)cc1,1%
CCN(CC)C(=O)c1ccccc1NC(=O)c1cccc(S(=O)(=O)N2CCC(C)CC2)c1,1%
Cc1ccc(NC(=O)/C=C/c2ccccc2)c(Br)c1,2.7µM*
CCc1ccccc1-n1nnc(-c2nc(-c3ccccc3F)no2)c1C,1.2µM*
Cc1c(Cl)cccc1NC(=O)CN1C(=O)CSc2ccc(S(=O)(=O)N3CCCC3)cc21,-11%
O=C(NCC(c1ccc2c(c1)OCO2)N1CCN(c2ccccc2)CC1)C(=O)Nc1ccccc1F (configuration not stated),-9%
CC(C)CCNS(=O)(=O)c1ccc(N2CCCCS2(=O)=O)cc1,-7%
CCOC(=O)c1ccccc1NC(=O)CSc1ccc(-c2sc(-c3ccccc3)nc2C)nn1,-7%
CC(=O)N1CCc2cc(S(=O)(=O)NC(CC(C)C)C(=O)NCCc3ccc(C)cc3)ccc21 (configuration not stated),-2%
COc1ccc(CNC(=O)c2cc3cc(S(=O)(=O)N4CCCCC4)ccc3n2C)c(OC)c1,3%
COc1ccc(C(=O)NCC(c2cccnc2)N2CCN(c3ccc(F)cc3)CC2)cc1 (configuration not stated),-11%
O=C(Nc1nc2n(n1)C(c1ccc(F)cc1)C=C(c1ccccc1)N2)c1ccco1 (configuration not stated),-16%
Cc1ccc(-n2c(=O)c3c(C)c(C(=O)N(C)C)sc3n(CC(=O)N(C)c3ccccc3)c2=O)cc1C,-3%
CCOc1ccc(NC(=O)c2ncn(-c3ccccc3)n2)cc1,?
COc1ccc(OC)c(N(C)S(=O)(=O)c2ccc3c(c2)NC(=O)CC(=O)N3)c1,-2%
Cc1ccc2oc(-c3ccc(C)c(NC(=O)C(C)(C)Oc4ccc(Cl)cc4)c3)nc2c1,3.8µM*
Cc1ccc(S(=O)(=O)c2cn(C)c3cc(N4CCCC(C)C4)c(F)cc3c2=O)c(C)c1 (configuration not stated),-14%
CCn1c(CN2CCC(C)CC2)nc2cc(NC(=O)c3cccc([N+](=O)[O-])c3)ccc21,3%
CC(=O)c1ccc(N2CCN(C(=O)NCc3noc4ccc(C)cc34)CC2)cc1,-11%

Going on with the list:
molecule,FLuc modulator
Cc1ccc(CN2CCN(C3CCN(C(=O)Nc4ccc(C)cc4Cl)CC3)C(=O)C2=O)cc1,-3%
CSc1nc(C)cc(Nc2cccc(C(=O)O)c2)n1,?
Cc1nn(C(C)(C)C)c(OC(=O)c2cccc(F)c2)c1Sc1ccccc1,-2%
Cc1cc(C)cc(NC2=CC(c3cccc(F)c3)N(c3cc(C)cc(C)c3)C2=O)c1 (configuration not stated),6%
CCCCn1cc(S(=O)(=O)c2ccc(OC)cc2)c(=O)c2cc(F)c(F)cc21,0%
CCOC(=O)Cc1ccc(NC(=O)NCc2c(-n3cccc3)sc3c2CCCC3)cc1,-3%
Cc1cc(C(=O)NCc2ccc(Cl)cc2)c2c(C)nn(-c3ccccc3)c2n1,0%
Cc1cccc(Cn2c(SCc3ccc(C(=O)NC4CCCCC4)cc3)nc3ccncc32)c1,-12%
CCc1ccc(CNC(=O)CCn2c(=O)c3cccn3c3ccc(F)cc32)cc1,1%
O=C(CSc1nc(-c2cccs2)nc2cc(=O)[nH]n12)Nc1cccc(C(F)(F)F)c1,-16%
COC(=O)c1ccc(Cn2c(SCc3ccccc3)nc3ccncc32)cc1,-18%
COc1cc(CNC(=O)c2cc3n(n2)CCCN(Cc2ccc(C)cc2)C3=O)cc(OC)c1OC,-9%
CCc1ccc2oc(C(=O)Nc3cccc(Cl)c3C)cc(=O)c2c1,-4%
Cc1cc(F)ccc1NC(=O)Cn1cc(S(=O)(=O)NC(C)C)c(S(=O)(=O)NC(C)C)c1,-1%
Cc1ccc(N2CC(NC(=O)c3ccc(S(=O)(=O)N4CCCC4)cc3)CC2=O)cc1 (configuration not stated),-3%
Cc1cc(=O)[nH]c2nnc(SCCC(C)C)n12,-19%
CCCSCCCNC(=O)c1ccc(C)c(NC(=O)c2nsc3ccccc23)c1,-14%
COc1cccc(CNC(=O)c2cnc(N3CCCC3)nc2C)c1,-8%
